Assay outcomes as filed in PubChem BioAssay.
BRCA1 expr act – qHTS Assay to Identify Small Molecule Activators of BRCA1 Expression; actives 1.1% (n = 380,000); MCF7-BRCA1-FFLuc reporter, luminescence, 48 h; response scale: scaled: vehicle 0%, 10 µM genistein 100%; AID 624202, 2012; Potency, µM (doses to about 46.1 µM), for the others: at the highest dose activation, usual class: activators; active = well fitted activation curve with a large enough effect; inconclusive = small, poorly fitted or top-dose-only effect; inactive = no such curve, though single readings can be large or run the other way; note: nearly all actives have a fitted effect of over 80% in size; some results filed as inactive show a strong effect at the top dose
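Using MCF7 cells harboring a BRCA1 firefly luciferase reporter, plated 2 h before compound pinning, the screen measured luminescence after 48 h incubation. Responses were normalized to DMSO and 10 microM genistein, then fitted for concentration-effect.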
An asterisk follows results filed as active; ? = inconclusive. Potency is the fitted concentration of half-maximal effect. Only part of the results is shown; rates above refer to the full screens.

SMILES	BRCA1 expr act
CN(C)C1CN(Cc2cn(Cc3ccccc3)nn2)S(=O)(=O)C1 (stereo not given)	19%
CCOC(=O)C1CCC(=O)N1Cc1c[nH]c2ccccc12 (stereo not given)	20%
CC1=C(C(=O)OC2CCCCCC2)C(c2ccccc2Cl)CC(=O)N1 (stereo not given)	-7%
COc1ccccc1NC(=O)Nc1nnc([C@@H]2C[C@H](O)[C@@H](CO)O2)s1	17%
COc1cc(-c2nc(Cn3nnc(C(=O)Nc4cccc(Cl)c4)c3C)c(C)o2)cc(OC)c1OC	-3%
O=C(NCC1CC1)C1Cc2c(-c3ccc(Cl)cc3)ccnc2O1 (stereo not given)	6%
Clc1ccccc1Nc1nc(NCc2cccs2)nc2ccsc12	-13%
O=C1N(Cc2cccc(C(F)(F)F)c2)c2ccccc2S(=O)(=O)N1c1cccc(Cl)c1	-16%
O=S(=O)(c1ccccc1)N1CCN(c2nc(-c3ccc(F)cc3)nc3cc(Cl)ccc23)CC1	0%
N#Cc1nc(N2CCCCC2)nc(N2CCCCC2)n1	-1%
Cc1nc2ccc(C(=O)Nc3cccc(OCC(=O)N(C)C)c3)cn2c1N(C)CC1CCCCC1	-56%
CCOc1ccc(/C=C/c2ccc3ccccc3[n+]2C)cc1OCC	-52%
O=C(Nc1c(-c2ccccc2)[nH][nH]c1=O)c1ccc(Br)cc1	15%
CCOC(=O)C1=CCN(S(=O)(=O)c2ccccc2Cl)C1c1cccc(Cl)c1 (stereo not given)	-8%
CCOC(=O)C1=CCN(S(C)(=O)=O)C1c1ccc(C)cc1 (stereo not given)	-1%
Cc1ccc(N2C(=O)CSC23C(=O)N(CC(=O)NCCc2ccccc2)c2ccccc23)cc1 (stereo not given)	-14%
COc1cc2nc(NC(=O)c3ccc(S(=O)(=O)N4CCCC4)cc3)sc2cc1OC	-18%
CCOC(=O)N(C)c1c(CC)nc2c(OCc3ccc(Cl)cc3Cl)cccn12	-7%
COc1ccc(-n2c(=O)c3ccc(C(=O)NCc4ccc(C)cc4)cc3n(Cc3ccc(Cl)cc3)c2=O)cc1	-5%
CC(C)c1ccc(NC(=O)C2Cc3c(-c4ccc5c(c4)OCO5)ccnc3O2)cc1 (stereo not given)	-22%
O=C(Cc1ccccc1)Nc1cc(-c2nc3cc(Cl)ccc3o2)ccc1Cl	0%
C/C=C1\NC(=O)[C@H](C)NC(=O)[C@@H](NC(=O)[C@@H](Cc2ccc(O)cc2)NC(=O)[C@@H](NC(=O)/C(C)=C/C)C(C)C)[C@@H](C)OC(=O)[C@H](CCCCc2ccc(O)cc2)NC(=O)[C@@H](CCC(=O)OC)NC1=O	5%
CCc1nn2c(=O)cc(COC(=O)c3ccc4c(c3)OCO4)nc2s1	2%
CNc1ccc(/C=C\CCCO)cn1	10µM*
COc1ccc(S(=O)(=O)N2CCCCC2c2cc(C(=O)N3CCOCC3)no2)cc1 (stereo not given)	-8%

Taken from the entries so far (16 entries):
SMILES	BRCA1 expr act
CN(C)C1CN(Cc2cn(Cc3ccccc3)nn2)S(=O)(=O)C1 (stereo not given)	19%
CCOC(=O)C1CCC(=O)N1Cc1c[nH]c2ccccc12 (stereo not given)	20%
CC1=C(C(=O)OC2CCCCCC2)C(c2ccccc2Cl)CC(=O)N1 (stereo not given)	-7%
COc1ccccc1NC(=O)Nc1nnc([C@@H]2C[C@H](O)[C@@H](CO)O2)s1	17%
COc1cc(-c2nc(Cn3nnc(C(=O)Nc4cccc(Cl)c4)c3C)c(C)o2)cc(OC)c1OC	-3%
O=C(NCC1CC1)C1Cc2c(-c3ccc(Cl)cc3)ccnc2O1 (stereo not given)	6%
Clc1ccccc1Nc1nc(NCc2cccs2)nc2ccsc12	-13%
O=C1N(Cc2cccc(C(F)(F)F)c2)c2ccccc2S(=O)(=O)N1c1cccc(Cl)c1	-16%
O=S(=O)(c1ccccc1)N1CCN(c2nc(-c3ccc(F)cc3)nc3cc(Cl)ccc23)CC1	0%
N#Cc1nc(N2CCCCC2)nc(N2CCCCC2)n1	-1%
Cc1nc2ccc(C(=O)Nc3cccc(OCC(=O)N(C)C)c3)cn2c1N(C)CC1CCCCC1	-56%
CCOc1ccc(/C=C/c2ccc3ccccc3[n+]2C)cc1OCC	-52%
O=C(Nc1c(-c2ccccc2)[nH][nH]c1=O)c1ccc(Br)cc1	15%
CCOC(=O)C1=CCN(S(=O)(=O)c2ccccc2Cl)C1c1cccc(Cl)c1 (stereo not given)	-8%
CCOC(=O)C1=CCN(S(C)(=O)=O)C1c1ccc(C)cc1 (stereo not given)	-1%
Cc1ccc(N2C(=O)CSC23C(=O)N(CC(=O)NCCc2ccccc2)c2ccccc23)cc1 (stereo not given)	-14%

Continuation.
SMILES	BRCA1 expr act
CC(=O)Nc1ccc(CNc2nc(NCc3cccs3)nc3ccsc23)cc1	-3%
OC(c1cccc(Cl)c1)c1ncc(-c2ccccc2Cl)[nH]1 (stereo not given)	1%
Cc1nnc(NC(=O)CSc2nc3c([nH]c4ccccc43)c(=O)n2-c2ccc(Cl)cc2)s1	14%
CCc1cnc(Nc2nc(C(N)c3ccccc3Cl)cs2)nc1 (stereo not given)	-1%
COCCn1c(SCC(=O)c2c(C)[nH]c3ccccc23)nc2cc(C(=O)NC(C)C)ccc2c1=O	-1%
CC1=C(C(=O)N(C(C)C)C(C)C)CC(CC(=O)NCCN2CCOCC2)C(=O)N1Cc1ccc(F)cc1 (stereo not given)	15%
Nc1nc(SCC(=O)O)c2[nH]cnc2n1	3%
COc1cccc(C(NC(C)=O)c2nc(-c3cnc4ccccc4c3)cs2)c1 (stereo not given)	5%
Cc1ccc(-c2csc(C(O)(c3ccccc3)C(F)(F)F)n2)cc1C (stereo not given)	-8%
O=C(NCc1ccccc1F)C1CCN(c2nnc(-n3cccc3)s2)CC1	13%
O=C(Nc1ccccc1Cl)c1cc(C2CCCCN2C(=O)c2cccs2)on1 (stereo not given)	5%
CC(C)(C)C1CCN2CCCC(c3ccccc3)(C1)C2=O (stereo not given)	7%
COCCNc1nc(-c2ccc(Cl)cc2C)c2sccc2n1	4%
Cn1cc(S(=O)(=O)N2CCCCCC2)cc1C(=O)NCc1ccccc1Cl	-32%
O=C(c1ccc2c(c1)N(Cc1c(F)cccc1Cl)C(=O)c1ccccc1S2)N1CCOCC1	11%
COc1cc(C(=O)Nc2ccc(Cl)c(-c3nc4ncccc4o3)c2)cc(OC)c1OC	-58%
CCCNC(=O)C1(C)CCCN(C(=O)Cc2ccc(OC)c(OC)c2)C1 (stereo not given)	11%
Cc1ccc(NC(=O)C2(C)CCN2C(=O)Cc2ccc(-c3ccccc3)cc2)cc1 (stereo not given)	-49%
CCOc1ccccc1NC(=O)CSc1nc2cc(OC)c(OC)cc2c2nc(-c3ccccc3)nn12	-20%
CCOC(=O)c1cc2cc(OC)ccc2n1C1CCN(C)CC1	-16%
CN(Cc1cn(Cc2ccc(Cl)cc2)nn1)C1CN(Cc2cn(Cc3ccc(Cl)cc3)nn2)S(=O)(=O)C1 (stereo not given)	-30%
CC(C)(C)c1ccccc1NC(=O)CSc1nc(-c2cccs2)cc(C(F)(F)F)n1	2%
Cn1ccc2c(-c3ccc(C(=O)O)cc3)cc3c(c21)C1CCC3C1 (stereo not given)	?
COc1ccc(NC(=O)Cn2cnc3ccc(S(=O)(=O)N4CCC(C)CC4)cc3c2=O)c(OC)c1	11%
CCOc1ccc(NC(=O)c2oc3ccccc3c2NC(=O)C(C)(C)C)cc1	11%
Carrying on.
SMILES	BRCA1 expr act
Cc1ccc(-c2cc(-c3ccc4c(c3)NC(=O)CO4)nc3c2COc2ccccc2-3)cc1	10%
Cn1ccc2c(-c3cccc4ccccc34)cc3c(c21)C1CCC3O1 (stereo not given)	-22%
Cc1cc(C)c(NC(=O)CSc2nc(C)cc(C)c2C#N)c(C)c1	2%
Cc1cccc(C)c1-n1nnnc1-c1nc2ccccc2[nH]c1=O	-7%
CCCN1CNc2c(c(=O)[nH]c(=S)n2CCc2cc(OC)ccc2OC)C1	-6%
CC1(C(=O)Nc2cccc3cccnc23)CCN1C(=O)CC1CC1 (stereo not given)	0%
COc1cccc(C(C)(O)c2nc(-c3cccc(C(C)C)c3)cs2)c1 (stereo not given)	-24%
Cc1cn([C@H]2C[C@H](O)[C@@H](/C=C/C(=O)NCCC(C)C)O2)c(=O)[nH]c1=O	0%
COc1ccc(-c2oc3c(c2C#CC(C)(C)O)C(OC)CCC3)cc1 (stereo not given)	4%
O=C(Nc1cccc2ccccc12)c1ccc2sc([C@H]3C[C@H](O)[C@@H](CO)O3)nc2c1	70%
FC(F)(F)Oc1ccccc1C(c1nnnn1-c1ccc2c(c1)OCCO2)N1CCN(C/C=C/c2ccccc2)CC1 (stereo not given)	-31%
CC1CCCCN1Cc1c(O)ccc2c(=O)c(-c3ccccc3Cl)c(C(F)(F)F)oc12 (stereo not given)	-5%
Clc1cccc(CNc2ccn3nc(-c4cccc(Cl)c4)cc3n2)c1	72%
Oc1ccc(C[C@H]2CN([C@@H](Cc3cccc(O)c3)CN3CCC[C@@H]3CN3C(=S)NC[C@@H]3Cc3ccccc3)C(=S)N2CC2CCCCC2)cc1	-70%
O=C1c2ccccc2C(=O)N1c1cccc(N2C(=O)c3ccccc3C2=O)n1	0%
CN(C)c1ccc(-c2cccc3nccn23)cc1	-19%
OCCOC1CCCc2oc(-c3ccccc3)c(C#CC3(O)CCCCC3)c21 (stereo not given)	-9%
Cc1ccc(C(O)c2ncc(-c3ccc4ccccc4c3)[nH]2)cc1F (stereo not given)	9%
Cc1cccc(C)c1-n1nnnc1C(c1ccnc2ccccc12)N1CCN(C(=O)OC(C)(C)C)CC1 (stereo not given)	22%
O=c1oc(=S)oc2c1[C@H](c1ccc(Cl)cc1)O[C@H](C1CC1)C2	7%
CSCCC(c1nnnn1C(C)(C)C)N1CCN(C/C=C/c2ccccc2)CC1 (stereo not given)	-3%
C=Cc1ccc(Cn2c(=O)n(-c3cccc(C)c3)c(=O)c3c2c2cc(C)ccc2n3C)cc1	7%
Cc1cc2c(cc1C)C(c1cccc(OC(C)C)c1)CC(=O)N2 (stereo not given)	-13%
COc1ccc(C2N=C(Nc3nc4ccccc4o3)NC3=C2C(=O)CC(C)(C)C3)cc1 (stereo not given)	-1%
O=C(COC(=O)c1ccccc1OCCOc1ccccc1)Nc1cccc(Br)c1	28%
Next part
SMILES	BRCA1 expr act
CC1ON=C(c2ccc(F)cc2)NC1=O (stereo not given)	4%
COc1ccc(NC(=O)Cn2c(=O)cc(C)c3c(C)nn(C)c32)cc1	8%
CC1CCc2nc(-c3cc4ccc(O)cc4oc3=O)sc2C1 (stereo not given)	?
CCOC(=O)c1ccc(NC(=O)CCn2cnnn2)cc1	-6%
COCCn1c(=N)c(C(=O)NC2CCCC2)cc2c(=O)n3cc(C)ccc3nc21	9%
CCc1nc2c(OCCn3cccc3)cccn2c1N(C)C(=O)c1ccco1	0%
Cc1cccc(C)c1NC(=O)Nc1nc(C(N)c2ccccc2Cl)cs1 (stereo not given)	-2%
CCCNC(=O)C1(C)CCN(C(=O)/C=C/c2ccccc2)C1 (stereo not given)	11%
COc1ccccc1NC(=O)C1=C(C)Nc2nc(SCc3ccccc3F)nn2C1c1ccncc1 (stereo not given)	-4%
CC1=C(C(=O)N(C(C)C)C(C)C)CC(CC(=O)NCc2ccco2)C(=O)N1CCCN1CCCC1=O (stereo not given)	0%
NS(=O)(=O)c1ccc(CCNc2nn3c(-c4ccc(F)c(Cl)c4)cnc3s2)cc1	-33%
Cc1noc(C)c1-c1ccc(C(=O)NCc2ccco2)c2occc12	0%
CCn1c(=N)c(C(=O)NC2CCCC2)cc2c(=O)n3cc(C)ccc3nc21	-2%
CCOC(=O)c1c(C)[nH]c(C)c1S(=O)(=O)N1CCCC(C(=O)Nc2cccc(CC)c2)C1 (stereo not given)	-11%
CC(=O)c1cccc(-c2ccnc3c2CC(C(=O)Nc2cccc(N(C)C)c2)O3)c1 (stereo not given)	-50%
Cc1ccc(S(=O)(=O)N2C[C@H]3[C@H]4C(=O)N(C)C(=O)[C@H]4CC(=O)[C@H]3[C@@H]2c2ccccc2Cl)cc1	8%
CN(C)CC#Cc1cccc(-c2nc(C(=O)O)cc3c2[C@@H](CCO)N(S(=O)C(C)(C)C)C3)c1 (stereo not given in full)	7%
COc1ccccc1-c1csc(C(C)(NC(C)=O)c2ccccc2)n1 (stereo not given)	12%
Cc1ccc(-c2nc(-c3cc4cccc(OCc5ccc(F)cc5)c4oc3=O)no2)cc1	9%
CC(NC(=O)Cc1ccc(NC(=O)N2CCCCc3ccccc32)cc1)c1ccccc1 (stereo not given)	4%
COc1ccc2c(c1)c1c(c(=O)n(-c3cccc(C)c3)c(=O)n1CC(=O)NCc1ccc(C)cc1)n2C	4%
CCCS(=O)(=O)NC(=O)C1(C)CCN(C(=O)c2cc(C)nn2C(C)(C)C)C1 (stereo not given)	7%
OC(c1ccc(F)cc1)c1nc(-c2cccc(F)c2)cs1 (stereo not given)	16%
CCc1nc2ccc(C(=O)N(C)Cc3ccco3)cn2c1N(CC)Cc1cccc(Br)c1	-11%
O=C1C(=O)C(c2cc(O)c(O)c(O)c2)Oc2cc(O)cc(O)c21 (stereo not given)	0%
New compounds follow.
SMILES	BRCA1 expr act
c1ccc(CNc2ncnc3nc(N4CCOCC4)[nH]c23)cc1	0%
COc1ccc(-c2ccc(C(=O)N3CCN(C)CC3)c3occc23)c(C)c1	-16%
CCCCCCN1CCN(C2CN(Cc3cn(Cc4ccc(Cl)cc4)nn3)S(=O)(=O)C2)CC1 (stereo not given)	-32%
CCNC(=O)C1(C)CCN(C(=O)c2c(F)cccc2F)C1 (stereo not given)	-3%
CN(Cc1ccccc1)C(=O)c1ccc(Nc2nc(C(N)Cc3ccc(C(F)(F)F)cc3)cs2)nc1 (stereo not given)	-69%
Cc1ccccc1NC(=O)c1sc2nc(-c3ccncc3)ccc2c1N	0%
Cc1ccc(CNC(=O)Cn2c(=O)n(Cc3ccc(F)cc3)c(=O)c3sc4ccccc4c32)cc1	2%
